# Screens: PubChem BioAssay, National Center for Advancing Translational Sciences (NCATS)
# A-T KAP1 phos – potential ataxia-telangiectasia treatments restoring KAP-1 phosphorylation | […] A-T fibroblasts, KAP-1 phosphorylation AlphaLISA; neocarzinostatin DNA damage 30 min before lysis | Potency, µM (top dose mostly 57.5 µM), for the others: at the highest dose activation, usual class: activators | 320,000 compounds, 0.19% hits | AID 485349; also: potency is read from the fitted curve at half-maximal effect; % of control where 0% means no effect; nearly all actives have a fitted effect of over 45% in size
#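 hTERT-immortalized A-T patient fibroblasts ([…]), 500 cells/well in OPTI-MEM, 1% FBS, got compounds for 60 min, then NCS for 30 min at 37C. Lysates were then assayed for phospho-KAP-1 by AlphaLISA (anti-pKAP1 donor, anti-KAP1 acceptor beads), 6 hr at 25C.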
# KCNH2 WT inh – blocks the wildtype human KCNH2 potassium channel | activity change, % at 1.84 µM | U2OS, BacMam KCNH2, thallium flux FluxOr; active compounds read low | Q12809 | AID 720551 | 340,000 compounds, 0.37% hits;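 active = maximum activity change below -70%; inconclusive = maximum activity change between -70% and -50%; inactive = maximum activity change above -50%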; also: % is scaled to controls: 0 for no effect and ±100 for the full control effect
#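 U2OS cells transduced with wild-type KCNH2 virus are loaded with FluxOr dye for 45 min, and thallium flux is measured in kinetic reads before and after stimulation buffer. Rate constants are normalized to DMSO controls.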
# USP2a block – inhibitors of human ubiquitin-specific protease USP2a | O75604 | USP2 core, Ub-CHOP2 coupled fluorogenic reporter, 485/531 | Potency, µM (highest dose often 38.3 µM), inactives show at the highest dose activity change, negative = inhibition, most hits filed as inhibitors | 330,000 compounds, 0.01% hits | AID 463254;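 also: potency is read from the fitted curve at half-maximal effect; plate controls were DMSO wells for no effect and full inhibition by NEM control for full effect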
#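 Cell-free coupled assay: 10nM USP2 core preincubated 30min RT with compound in Tris-HCl pH 8.0/CaCl2/CHAPS buffer, then 25nM Ub-CHOP2 and 25nM reporter substrate; fluorescence (Ex 485/Em 531) read after 60min RT, normalized to NEM inhibition, concentration-response curves fitted.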
# Mito fusion act – mitochondrial division inhibition or fusion activation; S. cerevisiae fusion-defective mutant growth rescue, CellTiterGlo 48 h; Potency, µM (series often up to 46.1 µM), inactives show at the top dose growth rescue (activation), usual class: activators; 320,000 compounds, 0.23% hits; AID 485298;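 also: potency is read from the fitted curve at half-maximal effect; % of control where 0% means no effect; nearly all actives have a fitted effect of over 45% in size; temperature-sensitive fusion mutants such as fzo1-1 at 37 °C on non-fermentable ethanol glycerol medium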
#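 Temperature-sensitive fusion-defective S. cerevisiae (e.g. fzo1-1, mgm1-5) were grown with compound in YPEG medium (3% ethanol, 3% glycerol) for 48 hours at 37C. Growth rescue was measured as viability by CellTiterGlo luminescence after 10 minutes at ambient.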
# TCR act – activators of T cell receptors. primary human leukocytes, anti-CD3, IL-2 HTRF, 48 h. 330,000 tested, under 10 active. Potency, µM (highest dose often 9.22 µM), for inactives: at the top dose activation of IL-2 secretion, actives largely listed as activators. AID 504894; also: % of control where 0% means no effect
#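 Activity was scored as IL-2 release from primary human leukocytes given only a TCR signal (a-CD3 beads) plus compound for 48 hr. Detection used a two-antibody HTRF format read at 665nm.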
# Eya2 phos inh – inhibitors of human Eya2 phosphatase activity; recombinant Eya2, OMFP fluorescence dephosphorylation (OMFP is methylfluorescein phosphate); Potency, µM (titrated, usually from 76.9 µM), for the others: at the highest dose activity, negative = inhibition, most hits filed as inhibitors; 330,000 compounds, 0.006% hits; AID 488837; O00167; also: potency is read from the fitted curve at half-maximal effect; % is scaled to controls: 0 for no effect and ±100 for the full control effect
# Target sequence (O00167 whole entry, looked up): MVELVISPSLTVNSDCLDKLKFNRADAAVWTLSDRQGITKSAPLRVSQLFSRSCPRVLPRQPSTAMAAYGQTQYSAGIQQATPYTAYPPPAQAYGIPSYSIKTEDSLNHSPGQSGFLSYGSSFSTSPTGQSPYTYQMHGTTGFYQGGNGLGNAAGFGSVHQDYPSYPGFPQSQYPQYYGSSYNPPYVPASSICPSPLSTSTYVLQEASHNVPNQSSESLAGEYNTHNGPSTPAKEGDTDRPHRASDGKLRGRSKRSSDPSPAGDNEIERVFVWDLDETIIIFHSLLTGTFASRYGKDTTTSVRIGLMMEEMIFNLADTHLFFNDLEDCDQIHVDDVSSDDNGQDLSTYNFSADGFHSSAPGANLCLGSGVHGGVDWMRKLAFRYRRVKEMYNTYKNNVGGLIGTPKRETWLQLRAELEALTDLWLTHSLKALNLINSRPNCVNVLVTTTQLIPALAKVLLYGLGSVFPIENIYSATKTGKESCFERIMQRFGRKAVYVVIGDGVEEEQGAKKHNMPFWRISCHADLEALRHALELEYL
#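 Eya2 protein (added as 0.2 uM solution) was preincubated with compound for 10 min at ambient temperature in 50 mM HEPES pH 7.5, 50 mM NaCl, 5 uM MgCl2, 0.05% BSA, 1 mM DTT. OMFP (added at 50 uM) then reacted 10 min; fluorescence read at 485/525 nm.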
# KCNH2 3.1 inh – inhibitors of human KCNH2 3.1 potassium channel isoform | AID 720553 | activity change, % (tested at about 1.8 µM) | 340,000 compounds, 0.95% hits | U2OS KCNH2 3.1, thallium flux FluxOr; active compounds read low;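 active = maximum activity change below -70%; inconclusive = maximum activity change from -70% to -50%; inactive = maximum activity change above -50%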;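 also: thallium influx rate constant from kinetic fluorescence after stimulation buffer; % is scaled to controls: 0 for no effect and ±100 for the full control effect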
#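 Steps: virus added to U2OS suspension (4 h, RT, dark); medium with 10% FBS added, cells plated, 37 C overnight; FluxOr/Red40 loading buffer 45 min RT; stimulation buffer, 2 min kinetic read; rate constant normalized.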
# ELG1 repair inh – ELG1-dependent DNA repair inhibition; AID 504467; Potency, µM (series often up to 46.1 µM), inactives show at the top dose activity change, negative = inhibition, actives largely listed as inhibitors; HEK293T ELG1-luciferase reporter, luminescence, 16 h; DNA damage induced by 5-fluorouridine; 330,000 compounds, 2.3% hits; also: potency is read from the fitted curve at half-maximal effect; % is scaled to controls: 0 for no effect and ±100 for the full control effect; nearly all actives have a fitted effect of over 55% in size
#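 5-Fluorouridine DNA damage + compound/DMSO, 2,000 cells/well, 16 h, 37 °C/5% CO2. ONE-Glo, 30 min RT, luminescence. Readout = decrease in reporter signal.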
# TRPV1 agonist – human TRPV1 agonism | Q8NER1 | TRPV1-expressing cells, Fluo-8 calcium influx, agonist mode | activation, % at 8.33 µM | 320,000 compounds, 0.19% hits; in the data active = activation above about 80%; inconclusive = between about 30% and that limit; also: 0% is about no effect
#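 Cells expressing TRPV1 were dye-loaded with Fluo-8 and read kinetically: 10 s baseline, 3 min after compound (agonist portion), then 2 min after EC20 capsaicin (allosteric enhancer portion). Calcium-bound dye fluorescence at 480/520 nm.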
# TSHR antag – antagonists of human thyroid stimulating hormone receptor | P16473 | TSHR-expressing cells, TSH-stimulated cAMP HTRF, 2 h; active compounds read low | activity change, negative = inhibition, % at 11.5 µM | 330,000 compounds, 0.2% hits | AID 504810;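 active = activity change below a set negative limit, meaning inhibition stronger than a set level, cut at about -70% in these data; inconclusive = activity change between two set negative limits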; also: % is scaled to controls: 0 for no effect and ±100 for the full control effect
#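 Inhibition of cAMP made by TSHR-expressing cells under TSH stimulation (4nM final, EC80; 2 h, 37 deg C) is quantified with a one-step lysis HTRF kit, anti-cAMP cryptate versus cAMP-d2.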
# * hit, by the source's call; ? = inconclusive; nt = not tested or not shown; [ ] = remark or other dose. Unless noted, calls follow the shape of the dose curve; as a rule, active = well fitted curve in the direction sought with a large enough effect; inconclusive = small, poorly fitted or top-dose-only effect, or another doubt; inactive = no such curve, though single readings can be large; an effect the other way counts as inactive or inconclusive.
SMILES,A-T KAP1 phos,KCNH2 WT inh,USP2a block,Mito fusion act,TCR act,Eya2 phos inh,KCNH2 3.1 inh,ELG1 repair inh,TRPV1 agonist,TSHR antag
O=C1CC(N2CCN(Cc3ccc(Cl)cc3)CC2)C(=O)N1CCc1ccccc1 (configuration not stated),53%,2,0%,-3%,-3%,9%,8,-13%,8,2
Cc1cc(OCC(=O)NCCO)ccc1Cl,3%,-9,-3%,0%,-7%[46.1 µM],-1%,17,28%,13,4
COc1ccccc1CNC(=O)CSc1ccccc1,4%,-4,2%,-1%,5%,-6%,-13,?,4,3
Nc1ccccc1Nc1nc2ccccc2[nH]1,-11%,-5,-1%,5%,7%,10%,22,7%,?,14
CC(C)c1ccc(N(CC(=O)NC2CCCC2)C(=O)CCC(=O)Nc2nccs2)cc1,6%,6,1%,5%,6%,6%,8,-2%,16,1
CC(C)(C)OC(=O)N1CCC[C@H]1C(=O)NCC1CCC(C(=O)O)CC1 (some centres not stated),0%,6,-1%,-4%,-5%,7%,0,2%,-3,3
CC(C)OC(=O)c1ccc(COc2ccc3ccc(=O)oc3c2)o1,11%,-5,7%,-17%,1%,2%,4,?,2,4
COC(=O)C1(O)CC(CC(C)C)=NN1C(=O)c1ccccc1 (configuration not stated),-1%,0,0%,-2%,1%,-9%,-11,24%,0,4
O=C(c1coc(=O)c(Br)c1)N1CCOCC1,-3%,0,-1%,-2%,2%,19%,8,25%,3,12
CC1(C(=O)O)C=CC2(CCCCC2)N1C(=O)c1ccccc1 (configuration not stated),9%,-5,2%,-5%,9%,0%,12,1%,-6,5
O=C1c2nccnc2C(=O)N1c1ccc(F)cc1,1%,0,-1%,-3%,11%,1%,17,-13%,1,4
CCC(C(=O)Nc1cccc(C(=O)O)c1C)c1ccccc1 (configuration not stated),6%,-7,1%,0%,18%,8%,-7,6%,2,-8
O=CN1CCN(c2c([N+](=O)[O-])c(=O)oc3ccccc23)CC1,12%,18,3%,-2%,-48%,8%,-21,13%,3,4
CCCCC(CC)C(=O)NCCc1ccc(S(N)(=O)=O)cc1 (configuration not stated),7%,-3,4%,3%,-124%,0%,9,-3%,1,-8
N#C/C(=C(/O)c1ccc(Cl)cc1)c1nc2ccccc2[nH]1,1%,2,2%,5%,8%,4%,9,17%,-2,0
COc1ccc(-n2c(Cc3cccn3C)nnc2SCC(=O)NC2CCCC2)cc1,-12%,1,-3%,-4%,-5%,7%,6,10%,0,5
COC(=O)C1(C(F)(F)F)C2C=CC(C2)N1S(=O)(=O)c1ccc(C)cc1 (configuration not stated),4%,-4,0%,2%,9%,-22%,-5,-1%,3,1
COCCn1c(Cc2ccccc2)nnc1SCC(=O)N1CCOCC1,3%,2,2%,2%,1%,6%,6,-8%,-7,-1
CCOC(=O)COc1ccc(S(=O)(=O)Nc2ccc(C)cc2)cc1,-7%,-2,-4%,6%,nt,-1%,11,4%,2,1
O=C1C(C=NCc2ccco2)=C(O)c2ccccc21,-2%,3,-2%,2%,-2%,13%,3,?,-1,-5
CC(C)(C)c1ccc(C(=O)c2c[nH]c(C(=O)NCc3cccnc3)c2)cc1,-3%,2,1%,-6%,2%,-31%,-5,-20%,?,-7
CCN(CC)CCNC(=O)c1cn(CC)c2ccc(S(=O)(=O)N(C)C)cc2c1=O,13%,-4,1%,0%,9%,4%,5,-3%,2,1
CCCCOC(=O)c1cc(C)nc2ccc(Br)cc12,?,-16,1%,0%,3%,1%,0,-2%,2,-10
CCN(CC)C1CCN(Cc2cn[nH]c2-c2ccc(OC)c(F)c2)C1 (configuration not stated),3%,11,13%,1%,1%,-5%,-25,-15%,2,23
Cc1cc(C)n2c(Nc3ccc4c(c3)OCCO4)c(-c3ccco3)nc2n1,13%,nt,-2%,-2%,nt,-18%,nt,4%,21,-4
CCCc1[nH]c2ccc(C(=O)OC)cc2c1CCC,?,6,1%,-3%,1%,-13%,3,0%,23,-1
COCCn1c(SCC(=O)Nc2cccc(OC)c2)nc2c(oc3ccccc32)c1=O,4%,11,0%,2%,13%,-8%,-18,?,8,-14
Cc1ccc(C(=O)NCCc2nnc(SCC(=O)Nc3cccc(C(=O)O)c3)n2C)cc1,2%,9,3%,-3%,-2%,-2%,14,?,0,7
Cc1cccc(NC(=S)N2CCC(NC(=O)c3cccc(F)c3)CC2)c1,6%,2,0%,-5%,-8%,1%,-1,-15%,2,-5
Cc1ccc(C)c(CN2C(=O)NC3(CCCCCC3)C2=O)c1,-3%,3,2%,-2%,2%,-6%,-19,11%,9,2
COc1cc(C(=O)OCC(=O)Nc2cccc(S(=O)(=O)N3CCCC3)c2)ccc1OCC(C)C,-8%,4,3%,-2%,-4%,-25%,-27,-20%,2,-17
CN1CCN(CC#CCC(O)(c2ccccc2)c2ccccc2)CC1,40µM*,-3,-2%,-3%,-6%,5%,7,?,2,25
Cc1ccccc1-n1ncc2c1CC(C)(C)CC2NC(=O)CCN1Cc2ccccc2C1=O (configuration not stated),7%,-3,-1%,-2%,6%,6%,1,-7%,-1,-5
CC(Oc1ccccc1)C(=O)NN1Cc2ccccc2C1=N (configuration not stated),7%,-13,1%,0%,-4%,6%,-4,15%,1,8
Cc1onc(C(=O)N2CCN(c3ccccc3)CC2)c1[N+](=O)[O-],5%,0,3%,8%,5%,12%,-14,-4%,2,9
CCSc1nc2c(sc3ccccc32)c(=O)n1C(C)C,nt,-14,-1%,7%,2%,1%,-2,-4%,-2,26
COC(=O)CCN1CCN(S(=O)(=O)c2ccccc2Br)CC1,-3%,-5,1%,-5%,nt,-1%,-11,2%,-3,0
CCOc1ccc(Br)cc1S(=O)(=O)Nc1ccc(N2CCOCC2)cc1,-3%,-5,4%,6%,9%,-4%,13,-5%,2,1
CCCCc1nc(NCCNC(=O)c2ccco2)c(C#N)c2c1CSC(C)(C)C2,-8%,-5,-1%,-16%,1%,18%,-29,15µM*,?,-4
O=C(NCC1CCCO1)c1cc2ccccc2[nH]1 (configuration not stated),3%,11,4%,-2%,-4%,9%,4,?,1,-7
C[C@H]1CN([C@@H](C)CO)C(=O)c2cccc(NC(=O)c3nc4ccccc4s3)c2O[C@H]1CN(C)C(=O)Nc1ccc(F)cc1,1%,-4,3%,nt,0%,7%,-11,?,nt,-5
CC(=O)CSc1ncnc2sc3c(c12)CCC(C)C3 (configuration not stated),7%,2,-2%,0%,-1%,-1%,7,13%,9,-7
COc1ccc(NC(=S)Nc2cccc3cnccc23)cc1,6%,33,1%,-6%,2%[46.1 µM],-5%,17,-25%,-1,-11
OC(c1ccccc1)c1nccc2ccccc12 (configuration not stated),4%,0,-1%,3%,1%,10%,-13,16%,3,3
Cc1cc(NC(=O)CSc2nnc(-c3ccoc3C)n2N)no1,-1%,-2,1%,3%,5%,-1%,-9,0%,2,-3
Cc1ccc(-n2ncc3c2CCCC3NC(=O)CCCN2CCCC2=O)cc1C (configuration not stated),1%,-12,2%,2%,-2%,2%,2,-17%,1,3
CCOCCCNC(=O)N[C@@H](C)C(=O)OC,-5%,13,3%,0%,-3%,-8%,nt,-2%,-1,-4
Cc1ccc(S(=O)(=O)N(C)c2ccc(C(=O)NCc3ccccn3)cc2)cc1,-5%,3,2%,9%,-2%,6%,-1,1%,-1,14
O=C(COc1ccc(S(=O)(=O)NCCc2ccccc2)cc1)N1CCCC1,8%,-6,3%,1%,0%,-1%,-14,0%,3,-11
NC(=O)c1ccc(NC(=O)c2ccccc2S(=O)(=O)c2ccccc2[N+](=O)[O-])cc1,-4%,2,-2%,0%,-1%[46.1 µM],-10%,-5,-6%,2,2

# Next results.
SMILES,A-T KAP1 phos,KCNH2 WT inh,USP2a block,Mito fusion act,TCR act,Eya2 phos inh,KCNH2 3.1 inh,ELG1 repair inh,TRPV1 agonist,TSHR antag
COc1ccccc1CC(=O)NCCCc1ccccc1,0%,-1,2%,4%,nt,0%,13,?,6,-7
COc1ccc(C(O)(CCN2CCOCC2)c2ccccc2)cc1 (configuration not stated),13%,7,-3%,-1%,-1%,8%,0,6%,4,3
Cc1cccc(NC(=O)Cc2noc3ccccc23)c1C,0%,2,-1%,-7%,-3%[46.1 µM],-3%,-7,?,4,0
O=S(=O)(NCCCN1CCOCC1)c1ccc(Cl)s1,-2%,-17,-1%,-5%,0%,-7%,-26,3%,-6,1

# Some of the compounds tested. The share of hits here may be higher or lower than overall.
